AHR activator – AHR activators, primary screen, cell-based, luminescence, luciferase reporter, human; Aryl hydrocarbon receptor (Homo sapiens), P35869; AHR-responsive luciferase reporter cells; activation, % at 5 µM; actives 2.5% (n = 320,000); in the data active = activation above about 47%;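 also: 0% = vehicle wells and 100% = reference agonist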
Target sequence (P35869 whole entry, looked up): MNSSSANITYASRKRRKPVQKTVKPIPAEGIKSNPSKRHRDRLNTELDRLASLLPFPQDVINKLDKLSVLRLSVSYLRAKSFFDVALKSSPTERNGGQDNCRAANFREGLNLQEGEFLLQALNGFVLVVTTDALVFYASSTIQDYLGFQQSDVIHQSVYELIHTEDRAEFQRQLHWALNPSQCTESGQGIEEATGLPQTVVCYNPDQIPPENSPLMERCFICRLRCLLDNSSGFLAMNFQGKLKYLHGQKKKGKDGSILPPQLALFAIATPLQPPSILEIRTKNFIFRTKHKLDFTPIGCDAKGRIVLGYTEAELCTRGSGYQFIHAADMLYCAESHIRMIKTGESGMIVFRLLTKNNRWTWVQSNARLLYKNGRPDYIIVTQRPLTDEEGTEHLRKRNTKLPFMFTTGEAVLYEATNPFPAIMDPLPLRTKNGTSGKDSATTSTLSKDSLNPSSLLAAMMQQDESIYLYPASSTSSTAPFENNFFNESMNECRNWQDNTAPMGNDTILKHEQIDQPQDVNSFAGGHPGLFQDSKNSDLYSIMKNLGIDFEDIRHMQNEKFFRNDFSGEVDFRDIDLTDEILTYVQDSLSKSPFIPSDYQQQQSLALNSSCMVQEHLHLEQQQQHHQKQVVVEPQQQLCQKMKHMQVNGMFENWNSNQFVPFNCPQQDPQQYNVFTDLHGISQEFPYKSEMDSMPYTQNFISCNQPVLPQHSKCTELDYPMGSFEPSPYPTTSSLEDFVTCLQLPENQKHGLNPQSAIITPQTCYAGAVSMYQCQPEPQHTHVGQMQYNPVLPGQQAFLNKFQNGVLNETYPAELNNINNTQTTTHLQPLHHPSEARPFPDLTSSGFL
LAP4 TOR yeast – modulators of LAP4-GFP expression in yeast, primary screen, S. cerevisiae, multiplex flow cytometry, MLPCN library | 3 h; median GFP as percent of DMSO wells | GFP response vs DMSO, % at 10 µM | actives 0.34% (n = 320,000);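 active = GFP response vs DMSO above a set limit, about the screen mean plus 3 SD, cut at about 150% in these data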
Efflux pump mplx – inhibitors of Candida efflux pumps in yeast, primary screen, S. cerevisiae, Nile Red, multiplex. S. cerevisiae Candida pump triplex. inhibition, % at 10 µM. actives 0.44% (n = 330,000). AID 485275, 2010;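 active = plate passing quality check with inhibition over a set limit, or well fluorescence over plate mean plus 4 SD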;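 also: Nile Red retained in pooled yeast measured as flow cytometry median fluorescence; 0% = buffer negative control and 100% = Enniatin B positive control; higher means more Nile Red kept so more efflux inhibition; some compounds called inactive have numbers as strong as hits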
AGP1-GFP MLPCN – modulators of AGP1-GFP expression in yeast TOR pathway, primary screen, cell-based, multiplex flow cytometry, S. cerevisiae, MLPCN library; 3 h; GFP as percent of DMSO wells; GFP response vs DMSO, % at 10 µM; actives 0.02% (n = 320,000); AID 2066, 2009;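 active = GFP response relative to DMSO above a set limit, near screen average plus 3 SD, cut at about 150% in these data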;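 also: median GFP channel fluorescence of the gated AGP1 strain per well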
CIT2 TOR yeast – modulators of CIT2-GFP expression in yeast, primary screen, S. cerevisiae, GFP fusion, multiplex flow cytometry, MLPCN library | S. cerevisiae CIT2-GFP strain, 3 h; 100 means same as DMSO wells | GFP response vs DMSO, % at 10 µM | actives 0.065% (n = 320,000) | AID 2029, 2009;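 active = GFP response relative to DMSO above a set limit, near the screen mean plus 3 SD, cut at about 150% in these data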;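 also: ratio of well median GFP fluorescence to mean of DMSO wells on the plate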
MEP2-GFP yeast – modulators of MEP2-GFP levels in yeast, primary screen, S. cerevisiae, multiplex flow cytometry, MLPCN library. AID 2016, 2009. actives 0.51% (n = 330,000). GFP response vs DMSO, % at 10 µM. S. cerevisiae MEP2-GFP strain, 3 h; 100% = DMSO control level;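 active = GFP response versus DMSO above a set limit, roughly screen mean plus 3 SD, cut at about 180% in these data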;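 also: median GFP fluorescence of the barcode-gated MEP2-GFP cells per well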
RPL19A-GFP yeast – RPL19A-GFP expression modulators in yeast, primary screen, cell-based, S. cerevisiae, multiplex flow cytometry, MLPCN; S. cerevisiae RPL19A-GFP strain, 3 h; active compounds read low; percent response vs DMSO, % at 10 µM; actives 0.3% (n = 330,000); AID 2025, 2009;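 active = percent response vs DMSO below 50%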;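 also: median channel GFP fluorescence of the barcoded RPL19A-GFP strain; ratio of sample median GFP to plate DMSO average so 100% = DMSO; lower means less RPL19A-GFP as with rapamycin TOR inhibition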
Yeast superoxide – reduction of superoxide in aged yeast, primary screen, HTS; actives 0.18% (n = 330,000); superoxide response (% of plate mean), % at 10 µM; S. cerevisiae aged cells, superoxide DHE fluorescence; active compounds read low;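 active = superoxide response under a set limit, about three screen SD below normal, cut at about 65% in these data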;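 also: yeast aged for seven days with compound at 30 °C before DHE staining; 100% = average MFI of all compound-treated wells on the plate with controls excluded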
Numbers without * were called inactive; nt = not tested or not shown.

smiles	AHR activator	LAP4 TOR yeast	Efflux pump mplx	AGP1-GFP MLPCN	CIT2 TOR yeast	MEP2-GFP yeast	RPL19A-GFP yeast	Yeast superoxide
Cc1cc(C(=O)CSc2nnc(-c3ccc(F)cc3)o2)c(C)n1CC1COc2ccccc2O1 (stereo not drawn)	-0.1	100.2	0.2	97.4	99.5	102.5	97.0	100.9
COc1ccccc1C(=O)NC(=O)CSc1nnc2ccccn12	7.2	102.8	0.0	103.1	95.1	94.0	95.0	130.8
O=C(c1cc(-c2cccc(Br)c2)nc2ccccc12)N1CCCC1	3.0	97.7	0.2	90.5	90.5	96.3	98.9	95.9
Cc1cc(SCC#N)n2nc(C)c(-c3ccc(Cl)cc3)c2n1	6.7	102.4	0.0	98.5	93.0	117.1	98.7	90.1
O=C(OCCc1cc2ccccc2c(=O)o1)c1ccccc1C(F)(F)F	-2.7	94.7	0.3	96.3	90.0	93.8	94.8	71.2
CCCC1Cc2nc(N3CCCCC3)c(C#N)cc2CO1 (stereo not drawn)	6.8	103.6	0.1	95.2	96.8	99.8	97.3	100.9
O=C(Nc1ccccc1N1CCN(c2ccccc2)CC1)C12CC3CC(CC(C3)C1)C2	2.0	96.7	0.0	105.0	106.3	102.7	102.1	79.7
CCCCN1CCCCC1C(=O)Nc1c(C)cccc1C (stereo not drawn)	1.0	89.2	-0.1	70.1	74.3	84.0	87.4	91.6
O=C1CCCC2=C1C(c1ccccc1)CC(=O)N2c1ccccc1 (stereo not drawn)	7.7	99.1	0.1	99.0	95.5	104.1	nt	113.7
[2H]C(CCOS(N)(=O)=O)c1ccc(C(C)(C)C)cc1 (stereo not drawn)	-2.8	105.5	0.0	93.1	93.6	110.7	103.7	95.0
O=C(NCCCCc1ccccc1)C12CN(Cc3ccccc3)CC1C(c1cccc([N+](=O)[O-])c1)=NO2 (stereo not drawn)	8.1	149.9	0.0	92.4	129.5	91.7	100.9	100.8
CCOc1ccc(NC(=O)CC2C(=O)N(c3ccccc3)C(=O)N2CCc2cccs2)cc1 (stereo not drawn)	5.9	104.5	0.1	100.5	102.3	111.5	103.8	104.8

smiles	AHR activator	LAP4 TOR yeast	Efflux pump mplx	AGP1-GFP MLPCN	CIT2 TOR yeast	MEP2-GFP yeast	RPL19A-GFP yeast	Yeast superoxide
O=S(=O)(NCc1cn2ccccc2n1)c1cc(F)ccc1F	3.5	83.4	0.2	85.9	82.4	89.5	88.5	82.8
CCCNC(=O)c1ccccc1NC(=O)c1cccc(-n2cnnn2)c1	0.6	109.3	0.1	103.3	94.9	108.9	100.6	90.5
O=C(COC(=O)CSc1ccc(F)cc1)NCc1ccco1	0.5	108.0	0.2	99.1	97.5	100.9	96.7	126.5
CC(C)CN1CCC(=O)N(CCN=[N+]=[N-])CC1	-1.8	111.2	0.0	101.8	104.2	102.2	111.1	96.4
O=C1CCCN1S(=O)(=O)c1ccccc1	0.9	100.2	0.0	96.7	95.1	98.6	94.2	91.5
CCCC(=O)Nc1c2c(nn1-c1ccc(C)cc1)CS(=O)(=O)C2	0.5	87.0	-0.3	98.1	108.3	94.7	97.3	88.6
CN1CCN(Cc2cc(=O)oc3cc4c(cc23)CCC4)CC1	-3.3	103.8	-0.1	110.9	111.6	106.1	105.1	98.4
CC(=O)c1cccc(NC(=O)C(C)OC(=O)CNC(=O)c2ccc(C)s2)c1 (stereo not drawn)	-1.2	110.1	0.0	104.9	95.6	97.1	101.4	99.4
C/C(=N\NC(=O)c1ccc([N+](=O)[O-])cc1)c1cc2ccccc2oc1=O	10.8	95.9	0.2	96.1	106.8	110.4	103.1	66.4
Cc1ccc(C(=O)NCC(=O)OCCOc2cccc(Cl)c2)cc1	-1.7	119.3	-0.1	105.4	82.3	96.8	94.5	102.1
COc1ccc(NC(=O)N(CCN2CCCC2)Cc2cc3cc(OC)c(OC)cc3[nH]c2=O)cc1	-1.6	100.1	-0.2	100.0	101.7	98.9	103.2	103.6
O=c1cc(Cn2nnc(-c3ccc(Cl)cc3)n2)nc2sccn12	3.3	109.9	-0.1	97.4	94.5	100.0	83.5	118.8

smiles	AHR activator	LAP4 TOR yeast	Efflux pump mplx	AGP1-GFP MLPCN	CIT2 TOR yeast	MEP2-GFP yeast	RPL19A-GFP yeast	Yeast superoxide
O=C(CCCn1c(=S)[nH]c2ccsc2c1=O)NC1CCCCC1	1.1	107.9	-0.1	106.9	102.6	107.8	101.4	91.0
Cc1ccc(N2C(=O)c3ccccc3C2=O)cc1	44.6	92.3	0.4	93.0	89.7	110.9	100.8	117.6
CCc1nnc(NC(=O)c2ccc(OC)cc2OC)s1	-0.9	105.8	0.2	96.7	93.7	110.7	96.9	102.6
COc1ccccc1S(=O)(=O)Nc1ccc(S(=O)(=O)Nc2nccs2)cc1	0.3	111.5	-0.1	109.4	94.2	106.7	104.2	87.0
CCCCCC(=O)NNC(=O)c1c(O)c2ccccc2n(CC)c1=O	2.4	90.7	-0.2	95.8	97.8	94.6	100.4	103.9
COCCNc1nnc(SC(C)C(=O)Nc2ccc(-c3nc4ccc(C)cc4s3)cc2)s1 (stereo not drawn)	6.1	116.9	0.1	98.5	90.7	97.4	104.6	118.0
COCCC(=O)N1CCC(Oc2ccc(C(=O)NC3CCOC(C)(C)C3)cc2)CC1 (stereo not drawn)	0.1	99.2	0.1	98.3	101.8	97.7	96.7	115.8
COc1cc(/C=C2\SC(=S)N(c3cccnc3)C2=O)ccc1O	8.1	111.5	0.4	102.7	116.2	115.1	107.4	96.2
O=C(Cn1cnc(S(=O)(=O)N2CCCCC2)c1)Nc1ccc(OC(F)(F)F)cc1	0.6	95.8	0.1	98.1	95.7	98.0	99.0	99.3
O=C(COC(=O)c1cccc(NS(=O)(=O)c2ccc(F)c(F)c2)c1)NC(=O)NC1CCCCC1	3.0	88.3	-0.2	98.2	98.6	100.4	97.3	96.0
COCCN1CCC(CNCc2cn(-c3cc(C)ccc3C)nc2-c2ccccc2)C1 (stereo not drawn)	4.2	93.1	-0.1	97.6	100.5	99.0	102.4	103.5
CCOC(=O)N1CCN(S(=O)(=O)c2c(C)cc(C)cc2C)CC1	4.8	98.3	-0.1	103.3	105.5	106.6	103.8	106.4

smiles	AHR activator	LAP4 TOR yeast	Efflux pump mplx	AGP1-GFP MLPCN	CIT2 TOR yeast	MEP2-GFP yeast	RPL19A-GFP yeast	Yeast superoxide
CCn1cc(C(=O)NCCCOC(C)C)c(=O)c2cc(S(=O)(=O)N3CCCC3)ccc21	0.3	96.1	-0.1	100.9	97.8	96.3	103.2	128.5
CCOC(=O)CCc1c(C)nc(SCCCn2c(=O)[nH]c3ccccc32)c(C#N)c1C	-0.9	98.6	0.2	100.7	93.2	105.5	96.5	109.2
Cc1ccc(OCC(=O)Nc2ccc(S(=O)(=O)N3CCOCC3)cc2)c([N+](=O)[O-])n1	-2.0	99.0	0.0	98.9	96.0	96.7	95.5	104.7
CCn1cc(CCC(=O)NCCc2ccccc2)c2ccccc21	13.4	118.3	-0.1	102.4	104.1	115.8	103.1	87.7
O=C(COc1cccc2cccnc12)NNC(=O)Nc1ccccc1	33.7	105.2	0.1	100.8	94.1	97.9	93.2	102.1
O=C(N/N=C/c1cc2c(cc1[N+](=O)[O-])OCO2)c1cccnc1	50.8*	102.2	0.4	100.0	94.4	94.9	93.9	105.1
O=C(C1COc2ccccc2O1)N1CCN(Cc2ccccc2)CC1 (stereo not drawn)	-0.6	92.3	0.4	97.7	102.9	107.2	100.5	116.3
Nc1nc2ccc(Cl)cc2c2nc(-c3ccco3)nn12	107.4*	103.5	-0.2	70.8	115.8	98.6	99.2	97.8
O=C(NCc1nc(-c2ccc(Cl)cc2)no1)c1ccco1	-0.3	103.6	0.1	92.7	97.5	100.7	99.9	129.7
Cc1ccccc1C=O	-2.3	95.4	0.0	90.5	79.7	91.2	93.8	97.2
O=C1C2CC=C(Cl)CC2C(=O)N1CCC[n+]1cccc2ccccc21 (stereo not drawn)	7.0	92.2	0.3	100.9	96.3	98.8	109.8	100.6
CC(C)(C)C(=O)OC/C(N)=N/OC(=O)c1ccc(Cl)cc1	16.9	104.3	0.1	84.0	77.3	89.8	94.0	120.8

smiles	AHR activator	LAP4 TOR yeast	Efflux pump mplx	AGP1-GFP MLPCN	CIT2 TOR yeast	MEP2-GFP yeast	RPL19A-GFP yeast	Yeast superoxide
Cn1c2c(c(=O)n(C)c1=O)C(NC(=O)c1cccs1)(C(F)(F)F)C(=O)N2 (stereo not drawn)	-0.8	119.0	-0.2	110.0	95.6	105.5	106.5	92.1
CCOC(=O)c1c(NC(=O)CCN2C(=O)c3ccccc3C2=O)sc(C(=O)OC(C)C)c1C	-3.8	100.2	0.1	96.7	92.2	101.1	90.6	100.2
COc1ccc(/C=C2\SC(=S)N(CCC(=O)Nc3ccccn3)C2=O)cc1OC	-0.2	103.3	0.1	100.4	106.7	104.0	101.3	108.8
Cc1ccnc(NC(=O)CNC(=O)c2ccc(C)s2)c1	-1.0	106.6	0.0	119.1	100.1	100.4	107.7	81.9
Oc1ccc(/C=C/c2nc(-c3ccccc3O)n(-c3ccccc3)n2)cc1	4.0	119.1	0.0	92.4	96.7	98.9	98.7	98.7
O=C(Nc1ccc(Cl)cn1)c1cnn2cccnc12	129.1*	105.9	0.0	nt	99.7	105.8	99.5	89.4
Cc1cccc(OCc2n[nH]c(=S)o2)c1C	-2.6	111.2	-0.2	97.9	110.4	118.9	112.5	108.0
Cc1ccc(-c2cc(C(=O)Nc3sc4c(c3C(=O)NCc3ccco3)CCC4)[nH]n2)c(O)c1	-2.0	87.0	0.5	94.8	102.7	107.0	99.5	99.8

Some entries already given, reduced to CIT2 TOR yeast, MEP2-GFP yeast and Yeast superoxide:
| Structure | CIT2 TOR yeast | MEP2-GFP yeast | Yeast superoxide |
| --- | --- | --- | --- |
| O=C(Nc1ccc(Cl)cn1)c1cnn2cccnc12 | 99.7 | 105.8 | 89.4 |
| Cc1cccc(OCc2n[nH]c(=S)o2)c1C | 110.4 | 118.9 | 108.0 |

High-throughput results (PubChem)
